CHT allo act = allosterically activates the human high affinity choline transporter | Q9GZV3 | CHT-expressing cells, membrane potential dye, choline EC20; active compounds read high; LV-AA mutant CHT in HEK293 cells | B-score at 10 µM | 310,000 compounds, 0.49% hits;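 active = initial fluorescence not abnormally high and integrated response B-score, plate-corrected, over 3 SD above library mean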
Target sequence (Q9GZV3 whole entry, looked up): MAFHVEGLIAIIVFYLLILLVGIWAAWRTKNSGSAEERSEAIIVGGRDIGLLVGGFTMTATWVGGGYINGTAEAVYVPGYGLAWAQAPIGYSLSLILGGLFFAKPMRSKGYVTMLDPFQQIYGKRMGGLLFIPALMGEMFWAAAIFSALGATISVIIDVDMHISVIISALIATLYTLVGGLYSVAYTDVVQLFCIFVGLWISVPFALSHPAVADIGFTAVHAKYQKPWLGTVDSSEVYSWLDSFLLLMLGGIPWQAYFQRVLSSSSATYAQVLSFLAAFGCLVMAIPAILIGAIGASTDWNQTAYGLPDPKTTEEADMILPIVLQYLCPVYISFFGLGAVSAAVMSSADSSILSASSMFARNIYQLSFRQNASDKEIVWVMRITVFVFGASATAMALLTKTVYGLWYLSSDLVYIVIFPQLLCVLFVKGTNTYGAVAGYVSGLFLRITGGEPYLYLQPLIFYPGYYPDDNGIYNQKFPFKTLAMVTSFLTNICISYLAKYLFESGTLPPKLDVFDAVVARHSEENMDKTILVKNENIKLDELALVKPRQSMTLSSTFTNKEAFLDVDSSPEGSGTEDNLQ
CHT block = inhibitors of human choline transporter CHT | CHT-expressing cells, membrane potential dye, choline response; active compounds read low | Q9GZV3 | B-score at 10 µM | 310,000 compounds, 0.86% hits;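 active = B-score over 3 SD under the library average, and starting fluorescence ratio not unusually high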;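 note: choline stimulus applied at its EC90 after an EC20 pre-addition; B-score computed on integrated fluorescence ratio after choline addition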
Active calls of the source: *; i = inactive.

SMILES	CHT allo act	CHT block
Cc1cc(C)nc(NC2=NCC(=O)N2c2ccc(F)c(Cl)c2)n1	i	i
Nn1c(Cc2cccc3ccccc23)nnc1SCc1ccccc1Cl	i	i
Cc1ccc(CN2CCN(Cc3ccco3)CC2)cc1	i	i
CC12CC(NC(=O)N1Cc1ccccc1)c1ccccc1O2 (stereo unspecified)	i	i
CCOC(=O)Cc1csc(NC(=O)CCCC(=O)O)n1	i	i
O=C(c1ccc2c(c1)C(=O)N(Cc1ccco1)C2O)N1CCOCC1 (stereo unspecified)	i	i
O=C(O)/C=C/C(=O)Nc1ccccc1-c1ccccc1NC(=O)/C=C/C(=O)O	i	i
Nc1cnn(Cc2ccc(F)cc2)c1	i	i
C=CCN1C(C(=O)c2ccccc2)=C(OC(=O)COc2ccccc2)c2ccccc2S1(=O)=O	i	i
CCCN1Cc2cccc(C(N)=O)c2C1=O	i	i
O=C(NNc1nc(-c2ccccc2)cs1)c1cccs1	i	i
COc1cc(NC(=S)NCc2ccco2)c(OC)cc1Cl	i	i
O=C(Nc1ccc(S(=O)(=O)N2CCOCC2)cc1)c1ccc([N+](=O)[O-])cc1Cl	i	-7.4*
COc1ccc2[nH]c(=O)c(CN(Cc3cccs3)S(=O)(=O)c3cccc4nsnc34)cc2c1	i	i
CCOC(=O)c1ccc(NC(=O)Nc2ccccn2)cc1	i	i
Brc1nc(-c2ccccc2)nc(-c2ccccc2)c1Br	i	i
COc1cc(NC(=O)c2cc(C)on2)cc(C(=O)Nc2cccc(C(F)(F)F)c2)c1	i	i
OCCC1CN(Cc2cn[nH]c2C2CCCCC2)CCN1C1CCCC1 (stereo unspecified)	i	i
CC(C)c1ccccc1OCCNS(C)(=O)=O	i	i
CCN1C(=O)[C@H]2[C@@H](c3ccc(-c4ccccc4)cc3)N[C@@](C)(C(=O)OC)[C@H]2C1=O	i	i
N=c1c2c(ncn1CCN1CCOCC1)Oc1ccc3ccccc3c1C2c1ccccc1 (stereo unspecified)	i	i
O=C(OCc1nc(-c2ccccc2)oc1COC(=O)c1ccco1)c1ccco1	i	i
CC(C)Oc1ccc(C(=O)NNC(=O)c2ccccc2C(=O)O)cc1	i	i
Clc1ccccc1-c1nc2ccccc2c2nc3ccccc3n12	i	i
CC(=O)n1cc([C@@H]2C=C(C(=O)Nc3ccccc3)O[C@H](OCCCCO)C2)c2ccccc21	i	i
O=C(CCN1C(=O)/C(=C\c2cccs2)SC1=S)Nc1ccc(C(=O)O)cc1	i	i
CCCCOc1ccc(CSC(=N)N)cc1Cl	i	i
CCOC(=O)c1[nH]c(C)c(C(=O)N2CCN(c3ccc(F)cc3)CC2)c1C	i	i
O=[N+]([O-])c1nn(-c2ccccc2)[n+]([O-])c1N1CCN(c2ccccc2)CC1	i	i
CCCCn1c(=NC(=O)c2ccco2)c(C(=O)OCC)cc2c(=O)n3cccc(C)c3nc21	i	i
CCOC(=O)N1CCC(NCCNC(=O)c2ccc(Cl)cc2)CC1	i	i
Cc1cc(C=O)c(C)n1-c1ccc(N2CCCCC2)c([N+](=O)[O-])c1	i	i
O=[N+]([O-])c1ccc(N2CCN(c3ccccc3O)CC2)cc1	i	i
O=C1NCCN(Cc2cccc(Oc3ccccc3)c2)C1CC(=O)N1CCCCC1 (stereo unspecified)	i	i
COc1ccc(/C=C/C(=O)NCc2ccc(F)cc2)cc1S(=O)(=O)N1CCOCC1	i	i
Nc1ccc2c(c1)CC(=O)c1ccccc1S2	i	i
CCCCCC(=O)NC(Nc1ccc(S(N)(=O)=O)cc1)C(Cl)(Cl)Cl (stereo unspecified)	i	i
O=C(Cn1cc(S(=O)(=O)N2CCCC2)c(S(=O)(=O)N2CCCC2)c1)NCc1ccco1	i	i
CCOC(=O)C(C(=O)c1ccccc1)C1CC(C)NC(=S)N1 (stereo unspecified)	i	i
CCCCn1nc(C(=O)OCC(=O)Nc2sccc2C(N)=O)c2ccccc2c1=O	i	i
CCOc1ccc(CNC(=O)CN2C(=O)C(c3ccccc3)Oc3cccnc32)cc1 (stereo unspecified)	i	i
CC/C(=N/Nc1cccc(Cl)c1)c1cnnc(SC)n1	i	i
O=C(Cn1cnc2scc(-c3ccc(F)cc3)c2c1=O)N1CCOCC1	i	i
Cc1nn(C)c(C)c1CCC(=O)N1CCCC(N2CCN(c3ccc(F)cc3)CC2)C1 (stereo unspecified)	i	i
Cc1nccn1CCc1nc(N)nc(N)n1	i	i
COc1ccc(S(N)(=O)=O)cc1C(=O)OCCCOc1ccc(F)cc1	i	i
O=C(CN(Cc1ccccc1Cl)C(=O)c1csnn1)NCCc1ccccc1	i	i
O=C(COc1ccc(Br)cc1)N1CCOCC1	i	i
O=C(NCc1ccccn1)/C(=N/O)c1ccccc1	i	i
Cc1cccc(C)c1NC(=S)N(C)CCc1ccccn1	i	i
Cc1cccc(NC(=O)Nc2cnccn2)c1C	i	i
C=CCN(c1ccccc1)S(=O)(=O)c1cccc(C(=O)Oc2ccc3c(C)cc(=O)oc3c2)c1	i	i
NC(=O)c1ccc(NC(=O)C2CCCO2)cc1 (stereo unspecified)	i	i
COc1cc(Sc2ccc(C)cc2)c(OC)cc1N	i	i
Cc1ccc(C(C(=O)NCC2CCCO2)N(Cc2ccccc2F)C(=O)Cn2nnc(-c3cccs3)n2)cc1 (stereo unspecified)	i	i
COc1ccccc1CC(=O)NNS(=O)(=O)c1ccccc1[N+](=O)[O-]	i	i
CC(=O)Nc1cc2c(cc1NC(=O)Cn1nc(-c3ccc(F)cc3)ccc1=O)OCCO2	i	i
CC1(C)Cc2c(sc(NC(=O)Cc3ccccc3)c2C#N)CO1	i	i
CCc1cccc(NC(=S)N(CCOC)C2CCN(C(C)=O)CC2)c1	i	i
CC(=O)Nc1cc(C(=O)NCCN2CCN(Cc3ccccc3)CC2)ccc1Sc1ccc(C)cc1	i	i

Remaining list, next part:
SMILES	CHT allo act	CHT block
CCCc1cc(=O)oc2c(C)c(O)c(CN3CCCCC3)cc12	i	i
COc1ccc(S(=O)(=O)Nc2cccc(NC(C)=O)c2)cc1	i	i
CCOC(=O)c1ccc(Nc2ccc([N+](=O)[O-])cn2)cc1	i	i
COc1cc(OC)cc(C(=O)NCc2ccc3c(c2)cc(C)n3C)c1	i	i
Nc1nonc1-c1nc2ccccc2n1Cc1ccccc1	i	i
CC(C)c1cc(N=NC(N)=O)cc(C(C)C)c1O	i	i
C/C(=N/NC(=O)CNC(=O)c1cccc(F)c1)c1ccc2c(c1)CCCC2	i	i
O=C(COC(=O)CCNS(=O)(=O)c1ccccc1F)Nc1nnc(-c2ccccc2)o1	i	i
CN1CCc2c(sc(NC(=O)c3ccco3)c2C(N)=O)C1	i	i
COc1ccc(CN2CCN(C(=O)c3cccc(OC)c3OC)CC2)cc1OC	i	i
Cc1cc(F)ccc1S(=O)(=O)N1CCCOC1CNC(=O)C(=O)NCc1ccncc1 (stereo unspecified)	i	i
O=C(Nc1ccc(N2CCCCC2)cc1)c1ccccc1	i	i
COc1ccc(C)cc1S(=O)(=O)NCCN1CCOCC1	i	i
COc1ccc(/C(C)=N/NC(=O)CNC(=O)c2ccncc2)c(OC)c1	i	i
S=C(NCCc1ccc(Cl)cc1)NCc1ccco1	i	i
S=C(Nc1ccccc1)N1CCCCCCC1	i	i
C=CCC1CCCCC12NC(=O)NC2=O (stereo unspecified)	i	i
Cc1ccc(C(=O)c2cc([N+](=O)[O-])ccc2N2CCOCC2)c(C)c1	i	i
CCN(CC)C(=O)Cn1c(=O)n(CC(=O)N2CCCCC2)c(=O)c2sccc21	i	i
COc1ccc(-c2ncncc2-c2ccccc2)c(O)c1	i	i
Cc1csc(=O)n1CC(=O)OCC(=O)c1c(N)n(CC(C)C)c(=O)n(C)c1=O	i	i
Cc1ccc(S(=O)(=O)NC(C(=O)Oc2ccc3ccc(=O)oc3c2)c2ccccc2)cc1 (stereo unspecified)	i	i
O=C(CCc1ccccc1)NC1CCCc2ccccc21 (stereo unspecified)	i	i
Cc1ccnc(NC(c2ccsc2)c2ccc3ccc(C)nc3c2O)c1 (stereo unspecified)	i	i
OCCC1CN(Cc2ccc3nsnc3c2)CCN1C1CCCC1 (stereo unspecified)	i	i
CC(C)CC(=O)Nc1c2c(nn1-c1ccc(F)cc1)CS(=O)(=O)C2	i	i
O=C(C1=C(O)C(=O)N(CCN2CCOCC2)C1c1ccc(F)cc1)c1cc2ccccc2o1 (stereo unspecified)	i	i
Cc1sc2c(=O)n3c(nc2c1C(=O)NCCCN1CCOCC1)CCCCC3	6.9*	i
CCN(CC)S(=O)(=O)c1cccc(NC(=O)CCNC(=O)c2ccccc2Cl)c1	i	i
O=C(N[C@@H](Cc1ccc(Br)cc1)C(=O)O)OCC1c2ccccc2-c2ccccc21	i	i
N/C(=N\OC(=O)COc1ccc(Br)cc1)c1ccncc1	i	i
COc1ccc(-c2cc(C)no2)cc1S(=O)(=O)N1CCN(C(=O)c2ccco2)CC1	i	i
CCC(Sc1nc2cc(OC)c(OC)cc2c(=O)n1Cc1ccc(OC)cc1)C(=O)NCCOC (stereo unspecified)	6.6*	i
O=C(O)/C(=C\c1cccc(OCc2ccccc2)c1)c1ccc(F)cc1	i	i
c1ccc(Oc2ccc(-c3ccnc4ncnn34)cc2)cc1	i	i
COc1ccc2cc3c(N)nn(C(=O)c4ccccc4[N+](=O)[O-])c3nc2c1	i	i
Cc1c(NC(=O)c2ccc(Br)o2)c(=O)n(-c2ccccc2)n1C	i	i
O=C(COc1ccccc1)N/N=C/c1ccc2c(c1)OCO2	i	i
Cc1ccc(N2CC(C(=O)Nc3ccccc3C(=O)N3CCOCC3)CC2=O)cc1 (stereo unspecified)	i	i
O=C(Nc1ccccc1Cl)N1CCN(c2ccccn2)CC1	i	i
CCC1CCC(C(=O)NC(CCSC)C(=O)NCCc2ccc(S(N)(=O)=O)cc2)CC1 (stereo unspecified)	i	i
S=C(c1ccc(-c2cc(Cl)ccc2Cl)o1)N1CCCCC1	i	i
Cc1ccnc(NS(=O)(=O)c2ccc(Cl)nc2)c1	i	i
CCN(CC)S(=O)(=O)c1ccc(N2CCCC2)c(NC(=O)Cc2c(F)cccc2Cl)c1	i	i
O=C(Nc1ccc(Cl)cc1C(=O)Nc1ccncc1)c1ccco1	i	i
CCN1CCN(C(=O)c2ccc(-c3nc4ccccc4s3)s2)CC1	i	i
CC1(CC(=O)N/N=C/c2ccc(OCc3ccc(Cl)cc3Cl)cc2)OCCCO1	i	i
Cc1nnc(N/N=C/c2c(O)n(-c3cccc(C(F)(F)F)c3)c(=O)c3ccccc23)[nH]c1=O	i	i
C1COCCNCCOCCOCCN1	i	i
COCCCNC(=O)C1CC(=O)OC1c1ccc(OC)c(OC)c1 (stereo unspecified)	i	i
CC(=O)Nc1ccc(NC(=O)C2CC(=O)N(c3cccc(Cl)c3)C2)cc1 (stereo unspecified)	i	i
COCCOC(=O)C1=C(C)NC2=C(C(=O)CC(C)(C)C2)C1c1ccc2c(c1)OCO2 (stereo unspecified)	i	i
O=C(COc1ccccc1)N=C1SC2CS(=O)(=O)CC2N1CCc1ccccc1 (stereo unspecified)	i	i
O=C(Nn1cnnc1)c1cc(-c2ccccn2)nc2ccccc12	i	i
C=CCOc1ccccc1CNc1ccccc1C	i	i
CCCCCn1c(CNC(=O)CC)nc2ccccc21	i	i
O=C(CCN1N=C(c2ccccc2)CCC1=O)NCC1COc2ccccc2O1 (stereo unspecified)	i	i
CN(C(=O)c1ccc(OC2CCN(S(=O)(=O)N(C)C)CC2)cc1)C1CCCCC1	i	i
CCc1cc(=O)oc2cc(C)cc(O)c12	i	i
CC1CCCN(S(=O)(=O)c2ccc(Cl)s2)C1 (stereo unspecified)	i	i

Continuation:
SMILES	CHT allo act	CHT block
CCOC(=O)Cn1cnc2scc(-c3ccc(C)c(C)c3)c2c1=O	i	i
CCN(Cc1ccccc1)S(=O)(=O)c1ccc(S(=O)(=O)N2CCN(C)CC2)cc1	i	i
O=C(C1=C[C@H](c2ccccc2)C[C@H](OCCCCO)O1)N1CCOCC1	i	i
O=C(Cc1ccc(Cl)cc1)NCC(=O)N1CCN(Cc2ccccc2)CC1	i	i
COc1ccc(NC(=O)C(=O)N/N=C(\C)CC(=O)Nc2ccccn2)c(OC)c1	i	i
Cc1cc(S(=O)(=O)NCC(C)C)ccc1OCC(=O)NCC1CCCO1 (stereo unspecified)	i	i
CCc1ccc(C(=O)N2CCCC2)s1	i	i
CC(=O)N/C(=C\c1ccc2c(c1)OCO2)C(=O)NC(C(=O)O)c1ccccc1 (stereo unspecified)	i	i

Source: PubChem (Johns Hopkins Ion Channel Center)
